FLuc counter: qHTS profiling assay for firefly luciferase inhibitor/activator using purifed enzyme and Km concentrations of substrates (counterscreen for miR-21 project). Luciferin 4-monooxygenase (Photinus pyralis), P08659. purified FLuc, Km substrates, luminescence inhibition. Potency, µM (doses to about 57.5 µM), for inactives: at the highest dose activity change, negative = inhibition, most hits filed as inhibitors. hit rate 6.9% among 360,000. AID 588342, 2011; active = well fitted inhibition curve with a large enough effect; inconclusive = small, poorly fitted or top-dose-only effect;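 also: plate controls were vehicle for no effect and reference inhibitor for full effect; nearly all actives have a fitted effect of over 55% in size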
Target sequence (P08659 whole entry, looked up): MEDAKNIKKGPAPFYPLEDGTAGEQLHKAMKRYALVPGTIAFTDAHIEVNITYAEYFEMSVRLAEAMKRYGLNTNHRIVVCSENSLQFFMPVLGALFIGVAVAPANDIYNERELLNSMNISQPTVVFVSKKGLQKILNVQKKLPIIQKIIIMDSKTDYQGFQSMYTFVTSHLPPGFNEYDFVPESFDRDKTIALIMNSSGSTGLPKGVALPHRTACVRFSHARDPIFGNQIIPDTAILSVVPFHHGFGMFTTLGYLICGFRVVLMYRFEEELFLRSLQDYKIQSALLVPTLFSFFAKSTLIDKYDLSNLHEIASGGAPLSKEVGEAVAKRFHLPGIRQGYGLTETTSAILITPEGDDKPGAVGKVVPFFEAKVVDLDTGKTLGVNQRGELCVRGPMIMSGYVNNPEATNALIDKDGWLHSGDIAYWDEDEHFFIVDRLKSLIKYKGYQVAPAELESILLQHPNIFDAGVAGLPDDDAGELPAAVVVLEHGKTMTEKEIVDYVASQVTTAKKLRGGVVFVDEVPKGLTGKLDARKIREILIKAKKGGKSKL
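Purified P. pyralis luciferase, 10 nM final, with Km-level 10 uM D-luciferin and 10 uM ATP in 50 mM Tris acetate pH 7.5, 10 mM Mg acetate, 0.01% Tween-20, 0.05% BSA; 6-point qHTS titration about 60 µM downward; luminescence read.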
* = called active by the depositor; ? = inconclusive. Potency is read from the fitted curve at half-maximal effect. Not all compounds are listed (hit frequency here may not be typical).

SMILES	FLuc counter
Cc1cccc(C(=O)N2c3nc(-c4ccco4)nn3C3(CCCCC3)[C@@H]3CCCC[C@@H]32)c1	-9%
CCC(C(=O)Nc1cccc(-c2nc3cccnc3s2)c1C)c1ccccc1 (centres undefined)	-1%
Cc1ccc(-c2sc(C(=O)Nc3ccc(Br)cc3)cc2CC(=O)O)cc1	?
COCCCNC(=O)c1ccc2c(c1)N(Cc1ccccc1F)C(=O)c1ccccc1S2=O (centres undefined)	-3%
Cc1cccc(NC(=O)C(Cc2ccccc2)n2cccc2)c1C (centres undefined)	-4%
CC(C)(C)c1ccc(-c2nc(S(=O)(=O)c3ccccc3)c(N3CCOCC3)o2)cc1	-2%
COc1cccc(NC(=O)CN(CCc2ccccc2)S(=O)(=O)c2ccc(Cl)cc2)c1	-13%
CCOc1ccc(CNC(=O)c2ccc3oc(=O)n(Cc4ccccc4)c3c2)cc1	-1%
CCn1c(CN2CCOCC2)nc2cc(NC(=O)c3cc(OC)c(OC)c(OC)c3)ccc21	1%
COc1cc(C(=O)NCC(c2ccc(Cl)cc2)N2CCOCC2)cc(OC)c1OC (centres undefined)	1%
COc1ccc(CCNC(=O)c2ccc3c(c2)CCN3S(=O)(=O)c2ccccc2)cc1OC	-7%
COc1ccc(CNCc2ccc(C(=O)O)s2)cc1	0%
COc1ccccc1NC(=O)CCNS(=O)(=O)c1ccc2c(c1)CCCC(=O)N2	-7%
CC(=O)N1c2ccccc2C(=O)C1N1CCN(c2ccc(F)cc2)CC1 (centres undefined)	-2%
Cc1ccc(NC(=O)Cn2nc(C(F)(F)F)c3c2CCCC3)cc1	-8%
CC1CCCCN1C(=O)CSc1nc2ccccc2nc1Cc1ccc(Cl)cc1 (centres undefined)	-11%
Cc1cc(C)cc(Nc2cc(C(=O)NCCCN(C)C3CCCCC3)c3ccccc3n2)c1	?
CCc1cccc(NS(=O)(=O)c2cc(-c3cnc(C)o3)ccc2OC)c1	-2%
CCCCc1ccc(NC(=O)CSc2nnc3[nH]c(=O)cc(C)n23)cc1	15µM*
CC(C)C(=O)Nc1ccc2nc(SCC(=O)N3CCOCC3)sc2c1	-20%
Cc1ccccc1C(=O)NC1(C(F)(F)F)C(=O)Nc2c1c(=O)[nH]c(=O)n2CCc1ccccc1 (centres undefined)	-13%
Cc1cc2nc(NC(=O)c3ccc(S(=O)(=O)N4CCOCC4)cc3)sc2cc1C	4%
CCOc1ccc(CNC(=O)c2ccc3c(c2)nc2n3CCOC2)cc1	-13%
COc1cc(-c2nc3sccn3c2Nc2c(C)cccc2C)ccc1O	?
Cc1ccc(N=C2NC(=O)CC(C(=O)Nc3cc(C(F)(F)F)ccc3Cl)S2)cc1 (centres undefined)	0%
Cc1nn(CCC(=O)Nc2cc(F)ccc2F)c(=O)c2nn(-c3ccccc3)c(C)c12	-1%
Cc1ccc(NC(=O)c2oc3ccc(S(=O)(=O)N4CCCCCC4)cc3c2C)c(C)c1	0%
COc1ccc(OC)c(NC(=O)c2cc3c(=O)n4cccc(C)c4nc3n2C)c1	-1%
CC(C)(C)c1ccc(S(=O)(=O)NCc2ccc3c(c2)CCN3C(=O)c2ccccc2)cc1	-7%
CSc1ncc(C(=O)NCc2cccc(F)c2)c(-c2ccccc2)n1	-5%
CC(C)CCNC(=O)CSc1nc2ccsc2c(=O)n1Cc1ccccc1Cl	1%
CCOc1ccc(CNC(=O)c2ccc3c(c2)nnn3C2CCCC2)cc1	-17%
CCOC(=O)CSc1nc2c([nH]c3ccccc32)c(=O)n1-c1ccc(OCC)cc1	2%
COc1ccc(CCNC(=O)c2ccc3c(c2)N(Cc2ccc(F)cc2)C(=O)c2ccccc2S3(=O)=O)cc1OC	1%
O=C(CSc1nccn1Cc1ccccc1)NCc1ccco1	-21%
CC(=O)Nc1nonc1-c1nnc(SCc2ccccc2)n1C	-7%
O=C(O)Cc1ccc(NC2(c3ccccc3)C(=O)c3ccccc3C2=O)cc1	-11%
O=C(COc1ccccc1F)Nc1ccc2nc(SCCOc3ccccc3)sc2c1	-8%
COc1cccc(-c2cc(C(=O)NCCc3ccc(C)cc3)[nH]n2)c1	-16%
CCc1ccc(/C=C(/C#N)c2nc(-c3ccc(C)cc3)cs2)cc1	0%
CCOc1ccccc1N1CC(c2nc3ccccc3n2Cc2c(C)cc(C)cc2C)CC1=O (centres undefined)	4%
COc1ccccc1NC(=O)c1ccc(CN2C(=O)C(C)=C(c3ccc(C)c(C)c3)S2(=O)=O)cc1	4%
COc1ccc(-c2nc(CN3CCC(C(=O)NCc4ccc(C)cc4)CC3)c(C)o2)cc1OC	-3%
CCOC(=O)c1cc(S(=O)(=O)N2CCN(c3cccc(C)c3C)CC2)[nH]n1	?
Cc1ccc(Cl)cc1N1CCN(S(=O)(=O)c2ccc3c(c2)C(C(C)C)C(=O)N3)CC1 (centres undefined)	-1%
Cc1ccc(-c2nc(CS(=O)(=O)CC(=O)NCCc3ccccc3)c(C)o2)cc1	3%
COc1ccc(-c2nc3cc(NC(=O)Cc4ccc(Cl)cc4)ccc3o2)cc1OC	-6%
Cc1ccc(Cn2c(SCc3ccc(C(=O)O)cc3)nc3cccnc32)cc1	17µM*
COc1ccccc1CCNC(=O)C1CCN(c2nc3ccccc3nc2C(F)(F)F)CC1	-2%
CC1=C(C(=O)OC2CCCC2)C(c2ccccc2C(F)(F)F)CC(=O)N1 (centres undefined)	-1%

7 records picked at random from those above, as already listed:
SMILES	FLuc counter
CCOC(=O)CSc1nc2c([nH]c3ccccc32)c(=O)n1-c1ccc(OCC)cc1	2%
COc1ccc(OC)c(NC(=O)c2cc3c(=O)n4cccc(C)c4nc3n2C)c1	-1%
O=C(CSc1nccn1Cc1ccccc1)NCc1ccco1	-21%
Cc1nn(CCC(=O)Nc2cc(F)ccc2F)c(=O)c2nn(-c3ccccc3)c(C)c12	-1%
COc1ccc(-c2nc(CN3CCC(C(=O)NCc4ccc(C)cc4)CC3)c(C)o2)cc1OC	-3%
CC1CCCCN1C(=O)CSc1nc2ccccc2nc1Cc1ccc(Cl)cc1 (centres undefined)	-11%
CC(C)C(=O)Nc1ccc2nc(SCC(=O)N3CCOCC3)sc2c1	-20%

Additional structures
SMILES	FLuc counter
CC(C)(C)c1ccc(C(=O)NNc2ncnc3c2cnn3-c2ccc(Cl)cc2)cc1	?
COc1ccc(-c2c3c(=O)n(C)c(=O)n(C)c3c3c(C)nc4ccccc4n23)cc1	?
Fc1ccc(NCc2cccn2-c2nnc(N3CCOCC3)s2)cc1	-2%
COc1ccc(CCNC(=O)Cn2ccc3cc(S(=O)(=O)N4CCCCC4)ccc32)cc1OC	-10%
Cc1cc(Cl)ccc1NC(=O)c1cc2ccccn2n1	4.8µM*
Cc1nn2c(C(F)(F)F)cc(-c3ccc(OC(C)C)cc3)nc2c1C#N	3%
COc1cc(NC(=O)CCc2nc3cccnc3n2Cc2cccs2)cc(OC)c1OC	-11%
Cc1ccc(CSc2cn(CC(=O)N3CCCC3)c3ccccc23)cc1	15µM*
Cc1ccc(NC(=O)Cn2cc3c(n2)CCCCC3)cc1	-6%
CCCCOC(=O)/C(C#N)=C\c1ccc(-c2ccc(Cl)cc2)o1	?
O=C(Nc1ccc(Br)cc1)C1CCN(c2ncccn2)CC1	-1%
COc1ccccc1NC(=O)CN1C(=O)C(c2ccc(F)cc2)=NC1(C)C	2%
CCC(C(=O)O)n1ccc2cc(S(=O)(=O)N3CCCCC3)ccc21 (centres undefined)	-19%
CCOc1ccc(S(=O)(=O)N2CCN(c3c(C)cccc3C)CC2)c2ccccc12	1%
Cc1ccc(NC(=O)c2cnc(SCC(=O)N3CCOCC3)n(C)c2=O)cc1C	15µM*
CCn1cc(S(=O)(=O)c2cc(C)cc(C)c2)c(=O)c2cc(F)c(N3CCCCC3)cc21	-8%
COc1ccc(NC(=O)C(=O)NCC(c2ccc3c(c2)OCO3)N2CCN(C)CC2)cc1 (centres undefined)	0%
O=C(CCCCn1c(=O)c2ccccc2n(Cc2ccccc2F)c1=O)NCc1ccc2c(c1)OCO2	4%
Cc1ccc(C)c(N2CCN(c3nc4ccc(C)cc4nc3-n3nc(C)cc3C)CC2)c1	-1%
CCOc1ccc(NS(=O)(=O)c2ccc(NC(=O)N3CCCC3)cc2)cc1	-10%
COc1ccc(-c2onc(C)c2C)cc1S(=O)(=O)Nc1cc(Cl)ccc1C	-17%
Cc1cccc(CNC(=O)c2ccc(-c3nc(CS(=O)(=O)c4ccccc4)c(C)o3)cc2)c1	6%
CCCN(CCC)C(=O)C1CCN(c2cc(C)nc3c(-c4ccc(Cl)cc4)c(C)nn23)CC1	0%
Cc1cccc(N2CCN(S(=O)(=O)c3ccc(F)c(C(=O)Nc4ccc(C(C)C)cc4)c3)CC2)c1C	2%
O=C(CN1C(=O)CC(c2ccco2)Sc2ccccc21)Nc1ccc(OC(F)(F)F)cc1 (centres undefined)	-6%
Cc1cccc(NC(=O)COc2ccc3oc4c(c3c2)CCCC4)c1	?
CCOC(=O)c1c(S(=O)(=O)N2CCC(C(=O)Nc3ccc(F)cc3F)CC2)c(C)n(C)c1C	-3%
COc1ccccc1CNC(=O)CCn1c(=O)c2ccccc2n(CC(=O)Nc2ccc(Br)cc2F)c1=O	-1%
CCN(CC)CCNC(=O)C1CCN(c2nn3cc(-c4ccc(F)cc4)nc3s2)CC1	21µM*
CCOC(=O)COc1ccc(/C=C(\C#N)c2nc3ccc(C)cc3[nH]2)cc1OC	-12%
COc1cccc(CNc2nccn(-c3ccc(OC)c(OC)c3)c2=O)c1	-2%
COc1cc(CNC(=O)c2ccc3nc(CCc4ccccc4)oc3c2)cc(OC)c1OC	-12%
COc1cccc(NC(=O)CN2C(=O)C3(SCC(=O)N3c3cc(C)cc(C)c3)c3ccccc32)c1 (centres undefined)	-7%
Cc1ccc(-c2cc(C(=O)OCC(=O)c3ccccc3)c3cccc(Cl)c3n2)cc1	-4%
Cc1ccc(CNC(=O)CN(c2ccc(Cl)cc2Cl)S(=O)(=O)c2ccccc2)cc1	-13%
COc1ccc(-c2nc3n(n2)C(=O)CC(c2ccc(Cl)cc2)S3)cc1 (centres undefined)	-14%
CCn1c(=O)c2cc(C(=O)NCCCN(C)Cc3ccccc3)sc2c2ccccc21	5%
CCn1c(CNC(=O)c2ccc(OC)cc2)nnc1SCC(=O)Nc1ccc(OC)cc1	-11%
Cc1cc(C)cc(NC(=O)Cn2c(C)cc(C)c(C#N)c2=O)c1	4%
COc1ccc(C)cc1NS(=O)(=O)c1c(C(=O)N2CCCCCC2)c(C)n(C)c1C	-5%
Cc1cccc(OCCCn2c(CCNC(=O)C(C)(C)C)nc3ccccc32)c1	1%
COc1ccccc1-c1nn(CCC(=O)Nc2ccc(C)cc2)c2nc(C)cc(C)c12	?
COc1ccc(CCNc2nc3c(c(=O)n(C)c(=O)n3C)n2Cc2ccccc2Cl)cc1OC	2%
CCc1ccc(S(=O)(=O)Nc2cccc(-c3ccc(N4CCC(C)CC4)nn3)c2)s1	1.3µM*
Cc1c(Cl)cccc1NC(=O)c1oc2ccc(S(=O)(=O)N3CCCCCC3)cc2c1C	-5%
Cc1ccccc1Cn1c(=O)n(CCc2ccccc2)c(=O)c2sc3ccccc3c21	-13%
Cc1ccc(-n2c(SCC(=O)c3ccccc3)nc3c([nH]c4ccccc43)c2=O)cc1	-2%
COc1ccc(-c2oc3ncn4nc(COc5ccc(C)cc5)nc4c3c2-c2ccc(OC)cc2)cc1	2%
CC(C)Nc1nc2c(S(=O)(=O)c3cccc(Cl)c3)nnn2c2ccsc12	-2%
COc1ccc(NC(=O)CSc2nc3ccccc3[nH]2)cc1	-17%

Going on with the list:
SMILES	FLuc counter
O=C1c2[nH]nc(-c3ccc(F)cc3)c2C(c2ccccc2F)N1c1ccccc1 (centres undefined)	6%
CC(=O)c1ccc(NC(=O)CCc2c(C)nn(-c3ccc4nnc(C)n4n3)c2C)cc1	0%
CCc1ccc2oc(C(=O)Nc3cccc(C(F)(F)F)c3)cc(=O)c2c1	-1%
N#Cc1ccccc1NC(=O)CSc1nc(-c2ccccc2)cc(C(F)(F)F)c1C#N	1%
COc1ccc(Nc2nn3c(=O)c4ccccc4nc3s2)cc1	?
NS(=O)(=O)c1ccc(CCNC(=O)c2ccc3nc(CCc4ccccc4)oc3c2)cc1	3%
CCN(Cc1ccccc1)C(=O)Cn1ncc2c(=O)oc3ccc(C)cc3c21	2%
CCOc1ccc(CCNC(=O)c2cc3c(-c4ccccc4F)nn(C)c3s2)cc1	0%
CN1C(=O)c2ccccc2Sc2ccc(NC(=O)Cc3ccc(Cl)cc3)cc21	-5%
Cc1ccnc(NC(c2ccccc2F)c2ccc3cccnc3c2O)c1 (centres undefined)	-13%
Cc1cccc(N2CCN(C(=O)C3CCN(C(=O)c4cc5sccc5n4C)CC3)CC2)c1C	-15%
Cc1nn(-c2ccc3nncn3n2)c(C)c1CCC(=O)Nc1ccc(OC(F)(F)F)cc1	4%
Cc1ccc(S(=O)(=O)c2nnn3c2nc(NC(C)C)c2cc(Cl)ccc23)cc1C	3%
COc1ccc(C2Nc3ccccc3-c3nnc(SC)nc3O2)cc1C (centres undefined)	-12%

In the list so far, three have bromine.
SMILES	FLuc counter
Cc1ccc(-c2sc(C(=O)Nc3ccc(Br)cc3)cc2CC(=O)O)cc1	?
O=C(Nc1ccc(Br)cc1)C1CCN(c2ncccn2)CC1	-1%
COc1ccccc1CNC(=O)CCn1c(=O)c2ccccc2n(CC(=O)Nc2ccc(Br)cc2F)c1=O	-1%

Compound activity: PubChem, National Center for Advancing Translational Sciences (NCATS)
